Bioassay records deposited in PubChem BioAssay by Johns Hopkins Ion Channel Center.
CHT inh: inhibitors of human choline transporter CHT. 310,000 compounds, 0.86% hits. CHT-expressing cells, membrane potential dye, choline response; active compounds read low. AID 488975, 2010. B-score at 10 µM;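 active = B-score over 3 SD under the library average, and starting fluorescence ratio not unusually high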;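 note: choline stimulus applied at its EC90 after an EC20 pre-addition; B-score computed on integrated fluorescence ratio after choline addition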
Target sequence (Q9GZV3 whole entry, looked up): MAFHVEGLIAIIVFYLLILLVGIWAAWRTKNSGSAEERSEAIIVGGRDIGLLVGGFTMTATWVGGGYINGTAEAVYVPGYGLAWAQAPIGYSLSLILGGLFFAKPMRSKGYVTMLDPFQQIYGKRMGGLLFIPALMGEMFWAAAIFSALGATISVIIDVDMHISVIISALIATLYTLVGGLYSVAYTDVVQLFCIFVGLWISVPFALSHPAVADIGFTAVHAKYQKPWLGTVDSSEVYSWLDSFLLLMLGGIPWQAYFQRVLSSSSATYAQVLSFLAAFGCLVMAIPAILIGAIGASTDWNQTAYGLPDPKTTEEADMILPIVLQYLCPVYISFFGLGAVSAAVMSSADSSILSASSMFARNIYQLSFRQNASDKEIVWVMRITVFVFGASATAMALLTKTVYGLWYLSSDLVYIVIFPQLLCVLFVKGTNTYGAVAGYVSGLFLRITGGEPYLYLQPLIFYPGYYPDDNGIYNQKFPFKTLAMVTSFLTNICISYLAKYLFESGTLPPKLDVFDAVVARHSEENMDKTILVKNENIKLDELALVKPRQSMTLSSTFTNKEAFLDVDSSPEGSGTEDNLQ
Kir21 inh: inhibitors of mouse Kir2.1 inward-rectifier potassium channel; 310,000 compounds, 0.85% hits; HEK293-Kir2.1, FluxOR thallium flux fluorescence; active compounds read low; B-score at 10 µM;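 active = fluorescence ratio B-score at or below minus 3 SD of library scores, with starting-brightness B-score within 2 SD, cut at about -4.2 in these data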;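 note: channel flux triggered by added potassium and thallium sulfate stimulus; B-score of peak minus minimum fluorescence over baseline after thallium stimulus; more negative B-score means stronger Kir2.1 block with less thallium influx; some compounds called inactive have numbers as strong as hits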
Target sequence (P35561 whole entry, looked up): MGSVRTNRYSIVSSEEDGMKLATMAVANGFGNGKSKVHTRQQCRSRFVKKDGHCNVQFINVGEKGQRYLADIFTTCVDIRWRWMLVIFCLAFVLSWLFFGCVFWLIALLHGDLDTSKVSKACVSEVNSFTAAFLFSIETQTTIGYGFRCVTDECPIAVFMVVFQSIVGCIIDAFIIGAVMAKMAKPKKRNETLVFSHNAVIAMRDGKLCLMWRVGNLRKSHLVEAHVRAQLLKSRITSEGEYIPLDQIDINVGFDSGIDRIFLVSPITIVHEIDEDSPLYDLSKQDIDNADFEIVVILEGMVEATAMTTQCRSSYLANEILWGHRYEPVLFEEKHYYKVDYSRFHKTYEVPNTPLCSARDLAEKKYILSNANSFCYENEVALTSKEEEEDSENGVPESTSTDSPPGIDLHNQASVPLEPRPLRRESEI
An asterisk follows results filed as active; i = inactive; nt = not tested or not shown.

molecule | CHT inh | Kir21 inh
CCOc1cc(/C=N/NC(=O)c2cc(-c3ccccc3)nc3ccccc23)ccc1O | i | -0.22
Cc1ccc(NC2CCCN(C(=O)CCc3ccncc3)C2)cc1C (stereo unspecified) | i | -0.36
COc1cc2c(cc1OC)C(C)N(S(=O)(=O)c1cn(C)c(C)n1)CC2 (stereo unspecified) | i | -0.09
COc1ccc(S(=O)(=O)N(C)c2ccc(C(=O)Nc3ccccc3C(=O)N3CCOCC3)cc2)cc1OC | i | 0.29
CCc1ccc(OCC(=O)NNC(=O)C2CCN(c3ncnc4sc(C)c(C)c34)CC2)cc1 | i | 1.4
CCOCC(=O)Nc1nnc(SCCOC)s1 | i | 0.05
CCC(Sc1nc2cc3c(cc2c(=O)n1Cc1ccco1)OCO3)C(=O)Nc1cccc(OC)c1 (stereo unspecified) | i | 0.07
CC(=O)c1cccc(CN2CCCC(N3CCN(c4ccccc4F)CC3)C2)c1 (stereo unspecified) | i | 2.6
O=C(CCC(=O)OCC(=O)c1ccc(Cl)cc1Cl)Nc1cccc2cccnc12 | i | -0.14
OC1CCN(c2c3c(nc4cc(-c5ccc(F)cc5)nn24)CCC3)CC1 | i | 0.98
COc1ccc(C)cc1N=Nc1ccc(O)c2ncccc12 | nt | 2.5
O=C(CSc1nnc(NC(=O)c2cccc(F)c2)s1)NCc1ccco1 | i | 0.23
CCN(CC)C(=O)CSc1nnc(-c2cnccn2)n1-c1ccccc1 | i | 2.3
O=C(NCc1ccc(Cl)s1)C1CCC(=O)N(CCc2ccccn2)C1 (stereo unspecified) | i | 0.94
Cc1ccc(-n2nc(C)c3c2NC2=C(C(=O)CC(C)(C)C2)C3c2ccccc2OCC(=O)O)cc1 (stereo unspecified) | i | -0.22

molecule | CHT inh | Kir21 inh
CCN(CC(=O)NC(C)(C)C)C(=O)CN1c2cccc3cccc(c23)S1(=O)=O | i | 0
CCOC(=O)c1cnn(-c2ccccc2)c1-n1cccc1C(=O)C(=O)Nc1ccc(F)cc1 | i | 0.02
O=C(COC(=O)CCNS(=O)(=O)c1cccc(C(F)(F)F)c1)NC(=O)NC1CCCCC1 | i | -0.39
CCOC(=O)Nc1ccc2c(CN(C)Cc3ccc(F)cc3)cc(=O)oc2c1 | i | 0.12
CCOc1ccc(C(=O)NCCc2cnc[nH]2)cc1OCC | i | -2.1
COc1ccc(-c2nnn(CC(=O)N(CCCN3CCOCC3)C(C(=O)NC3CCCC3)c3ccco3)n2)cc1 (stereo unspecified) | i | -0.52
O=C(NCc1ccco1)c1nn2cccnc2c1Cl | i | 0.39
CC1=NN(c2ccccc2)C(=O)/C1=C/c1cccs1 | i | -0.33
O=C(NCCN1CCOCC1)c1cccn2c(=O)c3c4c(sc3nc12)CCCC4 | i | 1.4
O=C(Nc1nccs1)c1ccc(Cl)cc1[N+](=O)[O-] | i | 0.19
CCCCN1CC[C@H]2C=CC[C@@H](C(=O)Nc3nccs3)[C@H]2C1=O | i | 0.48
Cc1nc(SCC(=O)NCC2CCCO2)c2oc3ccccc3c2n1 (stereo unspecified) | i | 2.3
O=C(O)c1ccc(CN(Cc2ccccc2)S(=O)(=O)c2ccc(Cl)cc2)cc1 | i | 1.2
O=C(O)c1cc([N+](=O)[O-])c(NCc2cccnc2)c([N+](=O)[O-])c1 | i | 0.39
O=C(c1ccc([N+](=O)[O-])s1)N1CCN(c2ccc(C(F)(F)F)cn2)CC1 | i | 0.11

molecule | CHT inh | Kir21 inh
O=C(CSc1ccc(Cl)cc1)NCC1CCCO1 (stereo unspecified) | i | -0.06
COc1ccc(C2C3=C(CC(C)(C)CC3=O)Nc3cc4c(cc32)OCO4)cc1 (stereo unspecified) | i | -1.3
COc1ccc(C2C3=C(CC(C)(C)CC3=O)N(C)C3=C2C(=O)CC(C)(C)C3)cc1 | i | 1
CSCC[C@H](NC(=O)Nc1cccc(C(F)(F)F)c1)C(=O)O | i | -0.32
CCOC(=O)CN(C(=O)Cn1nnc2ccccc21)C(C(=O)NCCOC)c1ccccc1 (stereo unspecified) | i | -0.18
COc1cc(C(=O)N2CCN(S(=O)(=O)c3cccs3)CC2)cc(OC)c1C | i | -0.02
COc1ccc(-c2cc(C(=O)Nc3c(C)nn(Cc4ccccc4Cl)c3C)no2)cc1 | i | 2
COc1cccc(C(=O)N2CCOCC2)c1OC | i | 0.18
COc1cc(NC(=O)c2csc(N)n2)cc(C(=O)Nc2cccc(C(F)(F)F)c2)c1 | i | 0.36
CCOC(=O)C1=C(C)NC(=S)NC1c1ccsc1 (stereo unspecified) | i | -0.35
Cc1ccc(-n2c(Cc3cccn3C)nnc2SCC(=O)N2CCN(c3ccccc3)CC2)cc1 | i | -1.6
COCCNC(=O)c1onc(CSc2ccccc2F)c1C(=O)O | i | 0.44
CNC(=O)c1ccccc1S(=O)(=O)c1ccccc1C#N | i | 0.1
CCCc1cc(=O)oc2c(CN(CC)CC)c(O)c(Cl)cc12 | i | 1
CN(C)S(=O)(=O)c1ccc(C(=O)NCCN=C2NS(=O)(=O)c3ccccc32)cc1 | i | -0.48

Rewritten with values under each structure: 5 of the compounds above.
Fields: CHT inh	Kir21 inh
CCN(CC(=O)NC(C)(C)C)C(=O)CN1c2cccc3cccc(c23)S1(=O)=O
→ i	0
COc1ccc(C2C3=C(CC(C)(C)CC3=O)Nc3cc4c(cc32)OCO4)cc1 (stereo unspecified)
→ i	-1.3
O=C(CSc1nnc(NC(=O)c2cccc(F)c2)s1)NCc1ccco1
→ i	0.23
CCOC(=O)C1=C(C)NC(=S)NC1c1ccsc1 (stereo unspecified)
→ i	-0.35
COc1ccc(S(=O)(=O)N(C)c2ccc(C(=O)Nc3ccccc3C(=O)N3CCOCC3)cc2)cc1OC
→ i	0.29

Continuation:
molecule | CHT inh | Kir21 inh
COc1ccc(/C=C2\SC(=O)N(CCNC(=O)C3CC4C=CC3C4)C2=O)cc1 (stereo unspecified) | i | 2.4
CC(Cc1ccccc1)N/C=C1\CC(=O)NC1=O (stereo unspecified) | i | 1.5
COc1ccc(/C=C2/C(=O)N(c3ccccc3)N=C2C)cc1Br | i | 0.11
CC1CCN(Cc2c(C(=O)N/N=C/c3ccc(C(F)(F)F)cc3)nnn2-c2nonc2N)CC1 | i | 0.19
COc1ccc(NC(=S)SC)cc1OC | i | -2.8
COc1ccc(NC(=O)CC23CC4CC(CC(C4)C2)C3)cn1 | i | 0.35
Cc1ccc(S(=O)(=O)N2C(=O)CCC2C(=O)NCc2ccco2)cc1 (stereo unspecified) | i | -0.75
COc1cc(NC(=O)COC(C)=O)cc(OC)c1OC | i | -0.96
CC(=O)c1cccc(S(=O)(=O)N2CCC(n3nnc4cc(F)ccc43)CC2)c1 | i | 1.1
O=c1[nH]cnc(O)c1C(c1ccc2c(c1)OCO2)c1c(O)nc[nH]c1=O | i | 0.17
N#C/C(=C/c1ccc(-c2ccc(Br)cc2)o1)C(=O)NC1CCCCC1 | i | -1.6
Cn1c(N)cc(=O)n(Cc2ccccc2)c1=O | i | 0.04
O=C(O)/C=C/c1cccc(NC(=O)c2ccc(Cl)cc2)c1 | i | -0.46
COc1cccc(/C(O)=C2/C(=O)C(=O)N(CCN3CCOCC3)C2c2cccnc2)c1 (stereo unspecified) | i | -0.24
Cc1ccc(OCC(=O)N2CCc3ccccc3C2)c(C)c1 | i | -0.91

molecule | CHT inh | Kir21 inh
O=C(CCc1nnc(CCCCc2ccccc2)o1)NCCN1CCOC1=O | i | -1.2
Cc1nn(-c2ccccc2)c(C)c1NC(=O)COC(=O)Cc1ccccc1F | i | -2.9
Cc1onc(-c2ccccc2)c1C(=O)N1CCCc2ccccc21 | i | -0.28
Cc1oc2cc3oc(=O)c(CC(=O)N[C@H](C(=O)N[C@@H](C(=O)O)c4ccccc4)C(C)C)c(C)c3cc2c1C | i | 1.1
CCOC(=O)C1=C(CNCc2ccc(C)cc2)NC(=O)NC1c1cc(C)ccc1C (stereo unspecified) | i | -0.94
COc1ccc(-c2csc(Cc3nc(O)cs3)n2)cc1 | i | -1.7
CCn1c2ccccc2c2cc(/C=N/NC(=O)c3ccccc3C)ccc21 | i | 1.1
CCOC(=O)C(NC(C)=O)(Nc1ccc(S(=O)(=O)Nc2cc(C)nc(C)n2)cc1)C(F)(F)F (stereo unspecified) | i | -0.71
CC(C)(C)OC(=O)N1CCC(NC(=O)c2nc[nH]c2C(=O)NCC(=O)OCc2ccccc2)CC1 | i | -0.58
CCNC(=O)N1CCN(C(=O)NCC)CC1 | i | -1
CC(=O)Oc1cc2c(cc1Cl)C(c1cccs1)CC1(CC(C)(C)NC(=S)N1)O2 (stereo unspecified) | i | -1.3
O=C(OCCOCCN=C1NS(=O)(=O)c2ccccc21)C1CC(=O)N(c2ccccc2)C1 (stereo unspecified) | i | 0.32
COc1ccc(C(=O)c2ccccc2)c(OCC(=O)NC2CC2)c1 | i | 1.2
O=C(O)CC12CC3CC(C1)CC(n1ncc(N4CCC5(CC4)OCCO5)c(Cl)c1=O)(C3)C2 | i | 0.07
COC(=O)c1cccc(NC(=O)c2cnn(C)c2)c1 | i | 0.07

molecule | CHT inh | Kir21 inh
Cc1nnc(SC(C)C)n(N)c1=O | i | 1.6
Cc1ccccc1N1CCN(C2=NC(=O)/C(=C/c3cn[nH]c3-c3ccccc3)S2)CC1 | i | 0.16
COc1ccccc1-c1cc(C(=O)N2CCOCC2)no1 | i | 0.96
CCOc1ccccc1N(C(=O)c1snc(C(N)=O)c1N)C(C(=O)NC1CCCC1)c1cccs1 (stereo unspecified) | i | -1.5
CC(C)COP(=O)(CNC(=O)CN1C(=O)c2ccccc2S1(=O)=O)OCC(C)C | i | -0.68
O=C(NCCc1ccccc1)C1CCC(CNS(=O)(=O)c2cccs2)CC1 (stereo unspecified) | i | 0.15
C=CCN1CN(S(=O)(=O)c2cccs2)c2nc3ccccc3nc21 | i | -1.1
CN1CCCC(CN2c3ccccc3Sc3ccccc32)C1 (stereo unspecified) | i | -3.2
Cc1cccc(C2NC(c3cccc(C)c3)C([N+](=O)[O-])C(C)(C)C2[N+](=O)[O-])c1 (stereo unspecified) | i | 0.65
CCN(CC)S(=O)(=O)c1ccc2oc(C(=O)N3CCOCC3)c(C)c2c1 | i | 0.22
CC(C)CCNC(=O)CSc1nnc(-c2ccc(S(=O)(=O)N3CCCC3)cc2)n1C | i | 0.84
O=C(CSc1nnc(-c2ccccc2Cl)o1)N1CCOCC1 | i | -0.06
Cc1ccc(S(=O)(=O)N2CCCCC2)cc1C(=O)Nc1ccccn1 | i | -0.5
CC1CC(C)CN(S(=O)(=O)c2ccccc2[N+](=O)[O-])C1 (stereo unspecified) | i | -3.5
CC(=O)c1ccc(NC(=O)Nc2ccccc2)cc1 | i | 0.11

In the list so far, these contain a tert-butyl group.
molecule | CHT inh | Kir21 inh
CCN(CC(=O)NC(C)(C)C)C(=O)CN1c2cccc3cccc(c23)S1(=O)=O | i | 0
CC(C)(C)OC(=O)N1CCC(NC(=O)c2nc[nH]c2C(=O)NCC(=O)OCc2ccccc2)CC1 | i | -0.58

New compounds follow:
molecule | CHT inh | Kir21 inh
CC(=O)N1CCc2cc(S(=O)(=O)CCC(=O)Nc3ccc(Cl)cc3F)ccc21 | i | 1.1
COc1cccc(N/C=C/C(=O)c2ccc(C)cc2)c1 | i | -2.1
CCOC(=O)c1cc2c(=O)n3ccccc3nc2n(Cc2ccco2)c1=NC(=O)c1ccccc1OC | i | 0.67
COc1ccc(CC(=S)NCCc2ccccc2)cc1 | i | -0.77
Cc1ccc(N(CC(=O)NC2CCCCC2)C(=O)CNC(=O)c2ccco2)cc1C | i | -0.17
Cc1ccccc1-n1c(SCc2cccc(F)c2)nc2[nH]ncc2c1=O | i | -0.15
CC(C)N(C(=O)CSc1nnnn1C1CCCC1)C(C)C | i | 0.57
CCC(OC(=O)c1nsc(Cl)c1Cl)C(=O)NCCc1ccccc1 (stereo unspecified) | i | -0.05
CCCCCOc1ccccc1C(=O)NCCC(=O)O | i | 1.7
COc1ccc(/C=C/C(=O)c2cc(Cl)cc(Cl)c2O)c(OC)c1 | i | 0.86
Cc1ccc(/C=C/C(=O)Nc2ccc([N+](=O)[O-])c(NC(=O)/C=C/c3ccc(C)o3)c2)o1 | i | 0
CCOc1ccc(C(=O)Nc2c3c(nn2-c2cccc(Cl)c2)CS(=O)C3)cc1 (stereo unspecified) | i | 1.6
CC(C)[C@H](NS(=O)(=O)c1ccc2c(c1)OCCO2)C(=O)OCC(=O)Nc1cc(Cl)ccc1Cl | i | 0.63
CCCC(=O)C1=C(N(C)c2ccccc2)CC(C)(C)CC1=O | i | 0.06
COC(=O)Nc1ccc(S(=O)(=O)N2CCC(Cc3ccccc3)CC2)cc1 | i | -0.26

molecule | CHT inh | Kir21 inh
O=c1c2cnn(-c3ccccc3)c2nc(-c2cccs2)n1-c1ccc(Cl)cc1 | i | -3.2
O=C(Nc1ccc(Br)cc1)C1CC(O)CN1C(=O)Oc1ccccc1 (stereo unspecified) | i | 0.49
COc1ccc2nc(N(CCN(C)C)C(=O)/C=C/c3cccs3)sc2c1 | i | 3.7
COc1ccc(NC(=O)CN2C(=O)COc3ccc(C)cc32)cc1 | i | 0.15
CCNS(=O)(=O)c1ccc(CCC(=O)Nc2ccccc2C(=O)OC)cc1 | i | -0.99
COc1ccc2nc(NC(=O)C3CCN(S(=O)(=O)c4cccnc4)CC3)sc2c1 | i | 0.47

Rows were taken by chance; overall some 1.6% were active at least once.
